# B2AR arrestin ag: qHTS assay of beta-arrestin-biased ligands of beta2-adrenergic receptor: NCGC Sytravon Library Screen | HTLA Tango cells, beta-arrestin recruitment, luciferase luminescence, 18 h | AID 1347077, 2019 | 44,000 tested, under 10 active | Potency, µM (doses to about 46.1 µM), inactives show at the top dose activation, actives largely listed as activators;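 further: potency means the concentration at half of the fitted maximal effect; 0% = DMSO and full agonism = EC100 isoproterenol or metaproterenol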
#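 Tango cells expressing recombinant beta2-AR and beta-arrestin were treated with compounds (up to 46 microM titration) in DMEM with 1% FBS for 18 hr at 37 degrees C. Beta-arrestin recruitment drove tTA-dependent luciferase, read by luminescence; curves were fitted and classed.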
# TSG101-PTAP inh: qHTS Validation Assay for Inhibitors of HIV-1 Budding by Blocking the Interaction of PTAP/TSG101: Sytravon Library Screen; Tumor susceptibility gene 101 protein (Homo sapiens), Q99816; Fluorescence polarization, FITC-PTAP peptide/Tsg101, 20 min; Potency, µM (top dose mostly 115 µM), for the others: at the top dose activity change, negative = inhibition, actives largely listed as inhibitors; 44,000 tested, under 10 active; AID 1347069, 2019; further: potency means the concentration at half of the fitted maximal effect; 0% is about no effect
# Target sequence (Q99816 whole entry, looked up): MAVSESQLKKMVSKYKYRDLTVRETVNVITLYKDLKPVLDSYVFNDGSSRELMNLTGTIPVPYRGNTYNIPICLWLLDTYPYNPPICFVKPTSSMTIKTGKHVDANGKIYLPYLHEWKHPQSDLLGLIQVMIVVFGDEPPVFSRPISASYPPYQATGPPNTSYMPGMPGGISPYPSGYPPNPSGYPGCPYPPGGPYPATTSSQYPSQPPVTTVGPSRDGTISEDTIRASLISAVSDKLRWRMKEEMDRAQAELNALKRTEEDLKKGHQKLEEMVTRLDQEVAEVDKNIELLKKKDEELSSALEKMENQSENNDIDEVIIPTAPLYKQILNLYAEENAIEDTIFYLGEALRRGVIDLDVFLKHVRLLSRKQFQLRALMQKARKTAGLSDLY
#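 Read-out is FITC fluorescence polarization. Compounds were added to Tsg101 binding domain (10 uM final), then FITC-PTAP peptide (50 nM final), 20 min at r.t. Total S+P intensity flags fluorescent compounds.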
# NTMT1 inhibitor: Primary qHTS for Inhibitors of N-terminal methyltransferase 1 (NTMT1): MTaseGlo Assay; NTMT1 MTase-Glo SAH luminescence, purified enzyme; 59,000 tested, 2.5% active; AID 1645870, 2021; N-terminal Xaa-Pro-Lys N-methyltransferase 1 (Homo sapiens), Q9BV86; Potency, µM (series often up to 114 µM), for inactives: at the top dose activity change, negative = inhibition, usual class: inhibitors;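 further: potency means the concentration at half of the fitted maximal effect; plate controls were DMSO vehicle for no effect and no enzyme for full effect; nearly all actives have a fitted effect of over 65% in size; many of its hits are not listed in these tables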
# Target sequence (Q9BV86 whole entry, looked up): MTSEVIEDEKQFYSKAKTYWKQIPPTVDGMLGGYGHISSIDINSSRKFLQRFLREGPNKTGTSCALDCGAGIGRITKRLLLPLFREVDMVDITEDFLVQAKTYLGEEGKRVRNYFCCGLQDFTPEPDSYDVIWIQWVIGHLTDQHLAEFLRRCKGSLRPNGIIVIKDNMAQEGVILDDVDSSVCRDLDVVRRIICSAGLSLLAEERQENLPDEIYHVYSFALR
# p53null 39C tox: qHTS Screen for Compounds that Selectively Target Cancer Cells with p53 Mutations: Cytotoxicity of p53 Null Cells at the Nonpermissive Temperature; AID 904, 2007; H1299 p53-null (neo) cells, 39C, ATPlite viability, 24 h; Potency, µM (doses to about 46.1 µM), for the others: at the top dose activity, negative = cell killing, usual class: cytotoxic; 55,000 tested, 0.97% active;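 further: potency means the concentration at half of the fitted maximal effect; 0% = DMSO only and -100% = full killing by 100 µM tamoxifen; nearly all actives have a fitted effect of over 50% in size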
#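 Cells seeded at 600/well, 37C overnight. Compound added (up to 46 uM), plates shifted to 39C for 24 hr. ATPlite added, luminescence read after 20 min at room temperature.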
# p53null 32C tox: qHTS Screen for Compounds that Selectively Target Cancer Cells with p53 Mutations: Cytotoxicity of p53 Null Cells at the Permissive Temperature; H1299-neo p53 null cells, ATP luminescence, 24 h, 32C; Potency, µM (highest dose often 46.1 µM), inactives show top-dose activity change, negative = cytotoxicity, usual class: cytotoxic; 55,000 tested, 0.62% active; AID 903, 2007;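 further: potency means the concentration at half of the fitted maximal effect; 0% = DMSO only and -100% = full killing by 100 µM tamoxifen; nearly all actives have a fitted effect of over 55% in size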
#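 AC50 values derive from Hill modelling of qHTS concentration-response data (up to 46 uM) in H1299-neo cells. Cells were treated 24 h at 32C following overnight attachment at 37C; viability was read as cellular ATP.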
# FH mod: Identification of activators of human fumarate hydratase by quantitative high-throughput screening. 54,000 tested, 0.22% active. AID 1347055, 2019. Fumarate hydratase, mitochondrial (Homo sapiens), P07954. FH coupled MDH/diaphorase resazurin fluorescence, 15 min. Potency, µM (titrated, usually from 79.9 µM), for inactives: at the highest dose activity change, negative = inhibition, usual class: inhibitors; further: potency means the concentration at half of the fitted maximal effect; on the % scale 0 is the no-effect control and ±100 the full control effect; the screen sought activators but most active calls are inhibition curves; nearly all actives have a fitted effect of over 45% in size
# Target sequence (P07954 whole entry, looked up): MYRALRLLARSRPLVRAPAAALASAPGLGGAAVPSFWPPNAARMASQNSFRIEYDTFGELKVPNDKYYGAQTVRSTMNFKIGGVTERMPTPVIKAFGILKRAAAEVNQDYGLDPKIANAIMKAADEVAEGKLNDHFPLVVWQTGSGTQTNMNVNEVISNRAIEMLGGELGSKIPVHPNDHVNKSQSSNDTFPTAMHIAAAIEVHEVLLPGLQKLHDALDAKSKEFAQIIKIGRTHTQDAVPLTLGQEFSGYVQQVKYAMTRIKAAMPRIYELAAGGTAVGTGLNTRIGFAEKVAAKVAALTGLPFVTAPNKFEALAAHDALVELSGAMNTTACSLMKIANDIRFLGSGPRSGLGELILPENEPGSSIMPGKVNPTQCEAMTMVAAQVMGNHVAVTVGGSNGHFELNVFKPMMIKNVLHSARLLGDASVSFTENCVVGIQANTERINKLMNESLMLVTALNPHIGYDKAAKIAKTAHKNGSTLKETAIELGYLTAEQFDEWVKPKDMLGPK
# GALK inh: qHTS Assay for Inhibitors of Human Galactokinase (GALK): NCGC Sytravon Library Screen; recombinant GALK, Kinase-Glo ATP luminescence, 1 h; AID 1347072, 2019; 44,000 tested, under 10 active; Potency, µM (top dose mostly 57.5 µM), without a hit: at the top dose activity, negative = inhibition, usual class: inhibitors; P51570;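 further: plate controls were full GALK reaction for no effect and reaction lacking GALK for full effect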
#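 Compounds were pinned into ATP buffer, then GALK-galactose mix was added (final 5 nM enzyme, 35 uM ATP, 100 uM galactose, pH 8.0). After 1 h at room temperature, Kinase-Glo Plus was added and luminescence read.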
# Active calls of the source: *; ? = inconclusive; / = not tested or not shown; [ ] = remark or other dose. The call rests on the fitted dose curve; in most records, active means well fitted curve in the direction sought with a large enough effect; inconclusive means small, poorly fitted or top-dose-only effect, or another doubt; inactive means no such curve, though single readings can be large; an effect the other way counts as inactive or inconclusive. The list is partial; the hit share may differ from the screen's.
# Every second line gives: B2AR arrestin ag | TSG101-PTAP inh | NTMT1 inhibitor | p53null 39C tox | p53null 32C tox | FH mod | GALK inh
Cc1ccc(NC(=O)C2CCCN(S(=O)(=O)c3cccc4cccnc34)C2)cc1Cl (centres undefined)
    0.7% | 0.4% | -2.6% | 50.0%[activator] | 30.5%[activator] | ? | -3.0%
CN1CCN(C2(CNC(=O)COc3ccc(C(C)(C)C)cc3)CCCCC2)CC1
    -3.0% | -0.8% | ? | ? | -7.6% | 2.7% | -5.6%
CC(C)NC(=O)CCN1C(=O)c2ccccc2Sc2ncccc21
    0.5% | -12.2% | 3.5% | -6.9% | -3.0% | 1.9% | 1.7%
Cc1ccc(NC(=O)Cn2cnc3onc(-c4ccc(F)cc4)c3c2=O)c(Cl)c1
    0.3% | -4.6% | ? | -7.5% | 1.5% | -14.1% | 3.9%
Cc1ccc(CNS(=O)(=O)c2ccc(F)c(C(=O)Nc3ccc(C)c(F)c3)c2)cc1
    -0.9% | 0.4% | -3.2% | -1.3% | -2.7% | -7.3% | -6.3%
CN(C)C(=O)c1ccc(S(=O)(=O)NCc2ccccc2Cl)s1
    -0.9% | 2.4% | ? | 10.6% | -3.3% | -23.2% | 3.3%
CC(=O)c1ccc(NC(=O)CC2Nc3cccc4cccc(c34)NC2=O)cc1 (centres undefined)
    0.3% | -7.5% | ? | -16.9% | 3.3% | ? | 5.4%
Cn1cc(S(=O)(=O)c2ccccc2)c(=O)c2cc(F)c(N3CCCC3)cc21
    0.6% | -1.8% | 11.2% | -10.4% | -4.8% | 6.4% | -0.1%
COc1ccc(CNC(=O)c2cc(-c3ccc(C)c(C)c3)n[nH]2)cc1
    0.2% | 2.5% | 4.2% | ? | 6.5% | ? | -0.4%
Cc1ccn2c(Nc3ccc(F)cc3)c(-c3ccccn3)nc2c1
    0.5% | -4.6% | 2.5% | ? | -28.0% | 23.4% | 3.1%
Cc1ccc(CN2COc3cc(C)c4c(oc(=O)c5ccccc54)c3C2)cc1
    0.2% | -4.0% | -3.3% | 3.7% | 4.8% | 1.4% | 1.9%
COc1cccc(NC(=O)CCc2nnc3n(Cc4ccccc4Cl)c(=O)c4ccccc4n23)c1
    -0.2% | 2.3% | -9.7% | -20.0% | -4.1% | -3.9% | 6.9%
Cc1ccc(N(C)C(=O)c2cnc(N3CCOCC3)c3ccccc23)cc1C
    0.0% | -1.2% | -1.3% | 82.4%[activator] | -2.0% | 0.0% | 2.2%
COc1ccc(OCC(=O)N(Cc2ccc(C)o2)C2CCS(=O)(=O)C2)cc1 (centres undefined)
    -0.8% | -0.2% | ? | 8.7% | -3.8% | -4.6% | 0.0%
Cc1nn(-c2ccc(N3CCCC3)nn2)c(C)c1CCC(=O)Nc1ccccc1
    1.1% | -4.4% | / | -7.8% | -3.5% | / | 1.6%

# Compound profiles, as listed above:
# Listed for Cc1ccn2c(Nc3ccc(F)cc3)c(-c3ccccn3)nc2c1 : B2AR arrestin ag: 0.5%; TSG101-PTAP inh: -4.6%; NTMT1 inhibitor: 2.5%; p53null 39C tox: ?; p53null 32C tox: -28.0%; FH mod: 23.4%; GALK inh: 3.1%
# Listed for Cc1ccc(CNS(=O)(=O)c2ccc(F)c(C(=O)Nc3ccc(C)c(F)c3)c2)cc1 : B2AR arrestin ag: -0.9%; TSG101-PTAP inh: 0.4%; NTMT1 inhibitor: -3.2%; p53null 39C tox: -1.3%; p53null 32C tox: -2.7%; FH mod: -7.3%; GALK inh: -6.3%

# Remaining list, next part
# Every second line gives: B2AR arrestin ag | TSG101-PTAP inh | NTMT1 inhibitor | p53null 39C tox | p53null 32C tox | FH mod | GALK inh
Cc1ccc(Cl)cc1Nc1sc(C(=O)c2ccc(F)cc2)c(N)c1S(C)(=O)=O
    -1.6% | -4.7% | -1.5% | -26.2% | -1.5% | -24.7% | 3.5%
COc1ccc2occ(CC(=O)Nc3ccc(S(=O)(=O)Nc4nccc(C)n4)cc3)c2c1
    -0.9% | 7.7% | -0.7% | -19.8% | 4.3% | -2.2% | 0.7%
CC(Oc1ccccc1)C(=O)Nc1ccc(C(=O)OCc2cc(=O)n3nc(C(C)C)sc3n2)cc1 (centres undefined)
    0.5% | -3.8% | 6.6% | -9.5% | -4.7% | -0.6% | 1.9%
Cc1ccc(NC(=O)/C(C#N)=C/c2ccc(C)o2)cc1
    0.5% | 5.8% | -7.5% | ? | ? | -5.0% | 0.0%
CCOc1cccc2cc(-c3nc(-c4ccccc4C)no3)c(=O)oc12
    -0.2% | 1.5% | -5.2% | -16.0% | -1.4% | -4.5% | -6.2%
COc1ccc(-c2oc3ncn4nc(-c5ccccc5OC)nc4c3c2-c2ccc(OC)cc2)cc1
    -0.4% | 2.4% | 12.1% | -5.7% | 3.1% | 3.6% | -3.2%
CCOc1ccc(CNC(=O)c2ccc3c(c2)nc2n3CCOC2)cc1
    -0.2% | 0.7% | -7.9% | 38.9%[activator] | 1.1% | 4.9% | 1.0%
Cc1ccc(NC(=O)C2CCCN2S(=O)(=O)c2cccc3nsnc23)c(C)c1 (centres undefined)
    0.8% | -3.1% | -4.5% | -8.5% | 2.0% | -1.4% | -1.2%
COc1ccccc1CNC(=O)c1ccc(N2CCCC2)c(NC(=O)NCCC(C)C)c1
    -0.4% | -1.2% | 3.1% | 3.8% | 3.2% | 5.2% | -2.2%
O=S(=O)(Nc1ccc(-c2ccc(N3CCCCCC3)nn2)cc1)c1ccc(C(F)(F)F)cc1
    2.8% | 4.2% | / | 16.3% | 3.2% | / | -2.4%
COC(=O)c1cc(NS(=O)(=O)c2ccc3c(c2)OCCO3)ccc1Cl
    0.3% | -3.2% | 2.8% | -21.3% | 21.2% | -9.9% | 0.0%
CCCC(=O)NCCc1nc2ccccc2n1Cc1c(F)cccc1Cl
    -2.1% | 0.8% | -0.5% | -13.9% | 0.5% | -6.3% | 2.6%
CCOC(=O)c1ccccc1NC(=O)Cn1c(=O)n(CCC(=O)N2CCc3ccccc3C2)c(=O)c2ccccc21
    -1.4% | -4.8% | -5.1% | 3.7% | 12.9% | -16.0% | -4.0%
COC(=O)c1scc(-c2ccc(C)cc2)c1S(=O)(=O)Nc1ccc(F)cc1F
    0.0% | 1.9% | ? | 25.5% | 3.7% | -14.9% | 1.9%
CCCN1C(C(=O)c2ccccc2)=C(OC(=O)c2ccc(F)cc2)c2ccccc2S1(=O)=O
    2.4% | 0.0% | 8.2% | ? | -15.4% | -3.2% | 3.0%
Nc1c(-c2nc(-c3cccs3)no2)nnn1-c1ccccc1Cl
    1.1% | 1.0% | 0.3% | ? | ? | 8.3% | 3.1%
Cc1ccc(C(=O)Nc2ccc3c(c2)n(C)c(=O)c(=O)n3C)cc1
    -2.0% | -2.8% | -19.4% | -20.1% | -19.7% | -15.2% | -9.0%
COc1ccc(C)cc1NC(=O)Cn1c(=O)ccc2cc(S(=O)(=O)N3CCC(C)CC3)ccc21
    -0.2% | 0.4% | 12.4% | 8.7% | 4.9% | -18.0% | 0.6%
CCOc1ccc(C(=O)N2CCc3cc(OC)c(OC)cc3C2COc2ccc3c(C)cc(=O)oc3c2)cc1OCC (centres undefined)
    -1.3% | 0.7% | 6.7% | -0.5% | 12.2% | -16.2% | 0.0%
O=C(NCc1ccccc1Cl)C1CCCN(S(=O)(=O)c2cccc3nsnc23)C1 (centres undefined)
    -1.8% | -4.5% | 0.6% | 2.7% | 1.3% | -7.3% | 0.0%
CCc1ccccc1NC(=O)Cn1c(SCc2ccc(F)cc2)nc2ccncc21
    -3.0% | 0.4% | -24.6% | ? | -27.6% | -1.6% | -1.1%
CC(C)(C)c1ccc(S(=O)(=O)N2CCN(C(=O)c3cc(-c4ccc(Br)cc4)n[nH]3)CC2)cc1
    0.1% | 0.0% | -3.9% | -30.9% | -0.1% | -7.2% | 1.4%
COc1ccc(NC(=O)CSc2cc(-c3ccccc3)nc(C)n2)cc1
    -4.4% | 0.6% | -28.2% | -8.3% | -9.2% | -1.1% | ?
CC(C)c1nc2n(n1)C1(CCCCC1)[C@@H]1CCCC[C@@H]1N2
    -4.4% | 0.1% | 7.1% | -9.2% | 0.2% | -17.1% | 2.4%
O=C(NC1CC(=O)N(c2ccc(Cl)cc2)C1)C1CCCC1 (centres undefined)
    -3.5% | 1.1% | 4.3% | -2.5% | 3.8% | -2.5% | -2.3%
COCCNC(=O)c1ccc2c(c1)N(Cc1cc(C)ccc1C)C(=O)c1ccccc1S2=O (centres undefined)
    1.0% | -1.0% | -4.3% | 11.6% | 2.6% | -15.6% | 7.7%
COC(=O)c1ccccc1NC(=O)CCn1c(=O)c2cccn2c2cccnc21
    -0.4% | 0.9% | 6.9% | 9.2% | -1.9% | 4.5% | ?
Cc1cccc(C)c1NC(=O)Cn1cc(C(=O)C2CC2)c2ccccc21
    1.0% | 0.8% | 8.0% | -15.0% | -5.1% | -6.5% | 2.7%
Cc1ccc(NC(=O)c2ccc(N(Cc3ccccc3)S(C)(=O)=O)cc2)cc1
    -0.4% | -2.9% | -4.6% | -16.8% | 1.3% | -8.0% | -5.1%
Cc1cc2c(cc1S(=O)(=O)N1CCC(C(N)=O)CC1)OCC(=O)N2
    -0.5% | -0.5% | -1.8% | 6.2% | -4.9% | 1.9% | ?
CCCCCn1c(CCNC(=O)c2cccc(C)c2)nc2ccccc21
    -1.3% | -5.2% | -2.0% | -2.7% | 13.2% | -13.0% | ?
Nc1nc(N)c(S(=O)(=O)c2ccccc2)c(Nc2ccc(F)cc2)n1
    0.0% | 0.0% | -1.3% | 13.6% | 14.3% | -5.2% | -1.3%
CCCCN(CCCNC(=O)c1cc(Nc2ccc(OC)cc2OC)nc2ccccc12)Cc1ccccc1
    0.8% | 0.1% | -11.6% | ? | 16.0% | ? | 1.7%
CC(C)C(NS(=O)(=O)c1ccc2c(c1)oc(=O)n2C)C(=O)N1CCN(c2cccc(Cl)c2)CC1 (centres undefined)
    0.0% | 0.7% | -4.1% | -18.8% | -19.5% | -23.1% | 7.7%
Cc1ccc(CCNC(=O)c2ccc(CS(=O)(=O)Cc3ccccc3F)o2)cc1
    -0.5% | 0.6% | -7.5% | 14.1% | -20.2% | -6.9% | 1.9%
Cc1ccccc1NS(=O)(=O)c1nnc(NC(=O)c2ccc(Cl)cc2)s1
    -0.3% | 0.3% | 3.6% | 11.6% | 0.9% | -14.0% | ?
Cc1ccc(Nc2nc3ccccc3c3nnc(C)n23)cc1Cl
    -1.1% | -5.8% | 8.9% | -15.7% | 0.2% | 3.0% | 0.5%

# Assay outcomes (PubChem)
